beta cell repl = induces beta-cell replication in MIN6 cells. MIN6 cells proliferation, ATPlite luminescence, 48 h; cells starved in 0.2% serum; 100% = growth in 10% serum. proliferation, % at 10 µM. actives 0.29% (n = 330,000). AID 2380;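 active = compounds whose signal lies at least 3.5 SD above the mean of all wells on their plate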;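 note: 0% = DMSO-treated cells in low-serum medium and 100% = 10% serum control; some compounds called inactive have numbers as strong as hits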
HKDC1 inhibitor = inhibitors of human hexokinase HKDC1; Q2TB90; recombinant HKDC1, G6PDH/diaphorase resazurin coupled fluorescence; inhibition, % at 20 µM; actives 0.16% (n = 340,000); AID 493160;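 active = inhibition above about 35% when tested at 20 µM, limit read from the data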;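 note: plate controls were DMSO wells with enzyme for no effect and DMSO wells lacking enzyme for full effect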
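System: Recombinant HKDC1 hexokinase | Amount: HKDC1 at 5 µg/mL | Reagent: Glucose with 1 mM ATP | Doses: Single 20 µM dose | Incubation: Reaction time 90 min, room temperature, protected from light | Signal: Coupled resazurin fluorescence, excitation 525 nm, emission 613 nm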
SENP8 block-1 = SENP8 (human) protease inhibition. Q96LD8. recombinant SENP8, Nedd8 substrate fluorescence. inhibition, % at 20 µM. actives 0.64% (n = 360,000). AID 602440; in the data active = inhibition mostly above about 40%, no sharp cut-off; inactive = mostly below about 27%
Target sequence (Q96LD8 whole entry, looked up): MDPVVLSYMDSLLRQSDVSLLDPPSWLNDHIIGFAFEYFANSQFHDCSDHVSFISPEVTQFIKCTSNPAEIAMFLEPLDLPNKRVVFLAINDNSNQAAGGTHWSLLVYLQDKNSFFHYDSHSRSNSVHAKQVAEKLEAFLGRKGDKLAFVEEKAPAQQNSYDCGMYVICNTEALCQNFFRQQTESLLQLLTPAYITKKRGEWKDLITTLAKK
UBC13 inh = human UBC13 polyubiquitination inhibition | UBC13 polyubiquitin chain formation, TR-FRET | inhibition, % at 20 µM | actives 0.47% (n = 330,000) | AID 485273; in the data active = inhibition above about 45%, passing the limit was not always enough; inconclusive = no clear call, values can overlap the other calls
Target sequence (P61088 whole entry, looked up): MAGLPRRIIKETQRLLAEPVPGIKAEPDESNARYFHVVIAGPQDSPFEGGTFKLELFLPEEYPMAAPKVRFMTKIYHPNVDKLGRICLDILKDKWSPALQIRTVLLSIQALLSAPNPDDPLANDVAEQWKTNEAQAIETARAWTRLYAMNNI
SENP8 block-2 = inhibitors of human SENP8 protease. Q96LD8. purified SENP8, Z-RLRGG-aminoluciferin cleavage, luminescence. inhibition, % at 10 µM. actives 1.2% (n = 330,000). AID 2540; in the data active = inhibition above about 50%
SENP6 block = blocks the human protease SENP6 | Q9GZR1 | actives 1.8% (n = 330,000) | Recombinant SENP6 catalytic domain, aminoluciferin luminescence | AID 2599 | inhibition, % at 10 µM;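 active = inhibition above about 50% at the single tested dose, limit read from the data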;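 note: plate controls were DMSO wells with enzyme for no effect and DMSO wells lacking enzyme for full effect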
SENP1 inh = SENP1 (human) catalytic domain inhibition; Q9P0U3; recombinant SENP1 catalytic domain, CyPet-SUMO1-YPet FRET cleavage; inhibition, % at 10 µM; actives 0.21% (n = 360,000); AID 624204;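 active = inhibition at least 30% at 10 µM, raw YFP signal under a set limit, fluorescence ratio 0.5 to 1.5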;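 note: 0% = enzyme with DMSO and 100% = no enzyme wells; some results filed as inactive read as strong as hits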
Target sequence (Q9P0U3 419-644 limits assumed): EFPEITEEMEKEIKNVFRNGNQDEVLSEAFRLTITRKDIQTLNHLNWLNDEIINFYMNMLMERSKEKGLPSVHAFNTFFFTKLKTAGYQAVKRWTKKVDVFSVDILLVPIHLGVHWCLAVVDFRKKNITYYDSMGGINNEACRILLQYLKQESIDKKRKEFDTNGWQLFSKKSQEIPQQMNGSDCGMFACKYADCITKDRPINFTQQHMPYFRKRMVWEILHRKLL
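Assay system – human recombinant His6-tagged SENP1 catalytic domain enzyme · Input – SENP1 enzyme, 20 pM final · Buffer or medium – Tris pH 8 buffer plus EDTA, NaCl, BME, BSA, NP40, catalase · Schedule – 50 min reaction at room temperature · Technique – FRET read of cyan and yellow fluorescence · Control set – no-enzyme wells low, DMSO-plus-enzyme wells high control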
PfG6PD inh = PfG6PD (Plasmodium falciparum) enzyme inhibition; PfGluPho enzyme, NADPH resazurin-diaphorase fluorescence; inhibition, % at 20 µM; actives 0.78% (n = 350,000); AID 504690;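 active = inhibition reaching at least a set limit at 20 µM in the primary screen, cut at about 59% in these data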;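 note: 0% = DMSO wells with substrate and 100% = DMSO wells lacking glucose-6-phosphate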
SENP7 block = SENP7 protease inhibition; Q9BQF6; recombinant SENP7, Z-RLRGG-aminoluciferin luminescence, 40 min; inhibition, % at 5 µM; actives 1.5% (n = 330,000); AID 434973;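 active = inhibition above about 50% at the single test dose, limit read from the data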;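 note: plate controls were DMSO with enzyme for no effect and no enzyme buffer wells for full effect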
Target sequence (Q9BQF6 706-1050 limits assumed): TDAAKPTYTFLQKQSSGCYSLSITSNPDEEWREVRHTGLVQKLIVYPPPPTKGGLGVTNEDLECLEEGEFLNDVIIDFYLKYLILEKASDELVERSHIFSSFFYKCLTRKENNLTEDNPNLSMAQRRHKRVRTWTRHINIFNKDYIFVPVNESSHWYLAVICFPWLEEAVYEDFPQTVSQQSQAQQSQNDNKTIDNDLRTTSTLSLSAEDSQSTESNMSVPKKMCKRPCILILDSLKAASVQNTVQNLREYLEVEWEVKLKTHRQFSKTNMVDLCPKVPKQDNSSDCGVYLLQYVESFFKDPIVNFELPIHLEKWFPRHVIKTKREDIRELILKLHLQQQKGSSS
Starred values were filed as active, the others as inactive; ? = inconclusive; . = no result given.

nr | structure | beta cell repl | HKDC1 inhibitor | SENP8 block-1 | UBC13 inh | SENP8 block-2 | SENP6 block | SENP1 inh | PfG6PD inh | SENP7 block
1 | CCC[C@@H](O)c1cc2cc(OC)c(OC)cc2c(=O)o1 | 12* | -5 | -29 | -1 | 2 | -2 | 3 | 3 | 2
2 | CC(C)c1onc(C(=O)N2CCC(C(N)=O)CC2)c1[N+](=O)[O-] | -2 | -7 | 11 | -10 | -12 | -15 | 3 | -6 | -10
3 | O=S1(=O)C=C(SCc2ccccc2)Nc2ccccc21 | -1 | -2 | 12 | -2 | 1 | -7 | 3 | -6 | 1
4 | CC1CCN(c2ccc3nnc(CCC(=O)Nc4ccc(F)c(F)c4)n3n2)CC1 | -2 | 0 | -42 | ? | -2 | -17 | 2 | -7 | 0
5 | CCOc1ccc(NC(=O)NCc2cccnc2)cc1 | 1 | -11 | 20 | -24 | -8 | -9 | 0 | 6 | 0
6 | CCC(=O)N1CCN(c2ccc(Cl)cc2NC(=S)NC(=O)c2ccco2)CC1 | 4 | -2 | 8 | 3 | 0 | -9 | 3 | 11 | -5
7 | COc1ccc(C2SCC(=O)N2c2ccccc2)cc1 (stereo not given) | -6 | -7 | 20 | -3 | -9 | 1 | 1 | -13 | 6
8 | COc1ccc(-n2ncc3c2CC(C)(C)CC3NC(=O)Cc2nonc2C)cc1 (stereo not given) | 1 | 1 | 15 | 10 | 6 | 4 | 1 | 1 | -1
9 | Cc1cc(NS(=O)(=O)c2ccc(Nc3nc(-c4ccc(O)cc4)cs3)cc2)no1 | -6 | -2 | -44 | -12 | -8 | -2 | 1 | -15 | -9
10 | COc1ccc(NC(=O)Nc2c(C)noc2-c2ccccc2)cc1 | -2 | -1 | 10 | 2 | -17 | -21 | -1 | -6 | -9
11 | CC1CCCN(c2ncnc3c2cnn3-c2ccccc2)C1 (stereo not given) | -5 | 3 | 0 | 4 | 62* | 64* | -4 | 7 | 42
12 | COc1cc([C@@H]2CC=C(C(=O)O)[C@H](c3ccc(F)cc3)N2S(=O)(=O)c2ccc(C)cc2)cc(OC)c1OC | 2 | -4 | 2 | -15 | 1 | -15 | 1 | -6 | 5
13 | Cc1nc(NC(=S)NC(=O)COc2ccccc2Cl)ccc1Br | 1 | -10 | 22 | -1 | -6 | -6 | 0 | -3 | 2
14 | CCN1CCN(C2=CC3=CC(=C(C#N)C#N)CCC3CC2)CC1 (stereo not given) | . | -1 | -23 | . | . | . | -34 | -18 | .
15 | Cc1sc(N/N=C/c2cccnc2)nc1-c1ccc(Cl)cc1 | -5 | -6 | -57 | 2 | 7 | -1 | -8 | 13 | 11
16 | O=C(Cn1cnc2ccc(Cl)cc2c1=O)NC1CCS(=O)(=O)C1 (stereo not given) | 1 | -5 | 10 | -8 | -2 | -9 | -4 | 6 | -3
17 | O=C(Nc1ccc(NC(=O)C2CC2)cn1)c1ccccc1Cl | -1 | 0 | 10 | -5 | -14 | -16 | 1 | -1 | -13
18 | CCCS(=O)(=O)c1nc(S(=O)(=O)c2ccc(C)cc2)c(NCCCN2CCOCC2)s1 | -1 | -6 | 15 | 1 | -5 | -14 | -8 | -10 | -4
19 | COC(=O)c1sccc1NC(=O)CSc1nnnn1-c1ccccc1C | -1 | -11 | 17 | 0 | -2 | -1 | 1 | -3 | 1
20 | O=C(NCCCN1CCOCC1)/C(=C/c1cccs1)NC(=O)c1ccccc1 | -2 | -2 | 6 | 1 | 0 | 4 | 0 | -8 | 9
21 | CCc1nnc(NC(=O)CCC(=O)N2CCN(c3cc(Cl)ccc3C)CC2)s1 | 0 | -5 | 3 | 4 | -3 | -7 | -3 | 11 | 3
22 | CCCC[C@H](CC(=O)c1ccccc1)[C@@H](OC(C)=O)C(=O)Oc1c(C(C)C)cccc1C(C)C | -6 | -1 | 9 | -7 | 5 | -6 | 2 | 21 | 6
23 | O=C(CN1CC[n+]2c(-c3cccs3)csc21)c1ccc(Br)cc1 | -6 | -9 | 25 | -20 | -10 | -12 | 1 | 9 | -2
24 | O=C(N/N=C/c1cccs1)c1cc(-c2ccncc2)nc2ccccc12 | . | -6 | 5 | . | . | . | 4 | 9 | .

Compounds listed so far that contain bromine, in the order listed:
nr | structure | beta cell repl | HKDC1 inhibitor | SENP8 block-1 | UBC13 inh | SENP8 block-2 | SENP6 block | SENP1 inh | PfG6PD inh | SENP7 block
13 | Cc1nc(NC(=S)NC(=O)COc2ccccc2Cl)ccc1Br | 1 | -10 | 22 | -1 | -6 | -6 | 0 | -3 | 2
23 | O=C(CN1CC[n+]2c(-c3cccs3)csc21)c1ccc(Br)cc1 | -6 | -9 | 25 | -20 | -10 | -12 | 1 | 9 | -2

Following part.
nr | structure | beta cell repl | HKDC1 inhibitor | SENP8 block-1 | UBC13 inh | SENP8 block-2 | SENP6 block | SENP1 inh | PfG6PD inh | SENP7 block
25 | COc1cccc(NC(=O)Cn2nnc(-c3ccccc3N)n2)c1 | -1 | -7 | -1 | 2 | -1 | -16 | 1 | 19 | 0
26 | CN1CCN(S(=O)(=O)c2ccc(NC(=O)C(C)(C)C)cc2)CC1 | 1 | 13 | 16 | 8 | 3 | -6 | 5 | -6 | -2
27 | Cc1ccc(N(CC(=O)NC2CCCC2)C(=O)c2nsc(Cl)c2Cl)cc1 | 0 | -2 | 8 | 8 | 4 | -9 | 0 | 1 | 2
28 | Cc1c(C=N)c(O)n(C)c(=O)c1C#N | -1 | -2 | 15 | -6 | -3 | 9 | 1 | 5 | 6
29 | O=C(O)c1cccnc1SC1CC(=O)N(c2ccccc2)C1=O (stereo not given) | 2 | -8 | 20 | -1 | 3 | -8 | -1 | -11 | 1
30 | O=C(CCN1C(=O)c2ccccc2C1=O)NCc1cccc(Cl)c1 | 0 | -2 | 1 | -10 | -10 | -16 | 1 | -3 | -2
31 | CC1=C(C(=O)O)N2C(=O)C(NC(=O)c3ccn(C)n3)C2SC1 (stereo not given) | -2 | -1 | 6 | -1 | 4 | -3 | 2 | 58 | -1
32 | CCOc1ccccc1-n1c(SCC(=O)NC(C)CC)nnc1-c1ccoc1C (stereo not given) | 3 | 3 | 7 | 3 | -2 | 6 | 1 | 3 | 8

Values by screen from the entries so far:
HKDC1 inhibitor for entries 27 to 31: -2, -2, -8, -2, -1
SENP8 block-1 for entries 27 to 31: 8, 15, 20, 1, 6

Next part.
nr | structure | beta cell repl | HKDC1 inhibitor | SENP8 block-1 | UBC13 inh | SENP8 block-2 | SENP6 block | SENP1 inh | PfG6PD inh | SENP7 block
33 | COC(=O)[C@@]12CCCCN1[C@H](c1ccc(-c3ccc(OC)cc3)c(OC)c1)[C@@H]1C(=O)N(C)C(=O)[C@@H]12 | -9 | 4 | -276 | -7 | 4 | 5 | 2 | 13 | 10
34 | CCCCN(C(=O)c1cnc(C)cn1)c1c(N)n(CCC)c(=O)[nH]c1=O | 0 | 3 | 3 | -7 | -5 | 9 | 1 | 3 | 7
35 | COC(=O)CCN(c1ccccc1)S(=O)(=O)c1cc(-c2cc(C)no2)ccc1C | -1 | -4 | 22 | -4 | 2 | 0 | 2 | -14 | 1
36 | N#CC1C(=O)NC(N2CCN(c3ccccc3)CC2)=NC12CCCCC2 (stereo not given) | 3 | -2 | 4 | 6 | 4 | -4 | 1 | 2 | 1
37 | COc1ccc(-c2nnc(SCC(=O)Nc3cccc(Cl)c3)o2)cc1 | -4 | 10 | 13 | 7 | 2 | 6 | 0 | -5 | 1
38 | COc1ccc(CNC(=O)c2ccc(Br)cc2)cc1 | -4 | . | . | -12 | -7 | -14 | . | . | -2
39 | CC(C)(C)n1nc(C2CC2)cc1NC(=O)Nc1ccc(Cl)cc1 | 3 | 2 | 7 | -8 | -7 | -20 | 0 | -5 | -11
40 | CC(=O)OCC1=C(C(=O)O)N2C(=O)[C@@H](NC(=O)CSc3ccncc3)[C@H]2SC1 | 5 | 7 | -2 | 0 | -1 | -15 | -2 | 16 | -1
41 | Clc1nc(Nc2ccccc2)nc(Nc2ccccc2)n1 | -5 | -4 | 11 | -8 | -5 | -2 | 3 | -10 | 5
42 | Cc1cc(S(=O)(=O)NCC(C)C)ccc1OCC(=O)N1CCOCC1 | -1 | -6 | 13 | -1 | -6 | -9 | 3 | 0 | 12
43 | Cc1csc(SCCn2c(N3CCCC3)nc3c2c(=O)[nH]c(=O)n3C)n1 | 3 | -10 | 24 | 10 | -3 | -12 | -1 | -12 | 4
44 | CCOC(=O)CNC(=O)Cn1cnc2c(nnn2-c2ccc(OC)cc2)c1=O | -1 | -2 | 14 | 8 | 4 | 9 | 3 | -2 | 8
45 | O=C(Cn1cnc2ccccc21)N/N=C/c1cccs1 | 0 | -7 | 14 | -7 | -6 | -3 | 5 | 13 | 10
46 | CCn1cc(CN2CCCC(C(=O)Nc3cccc(-n4cccn4)c3)C2)c(C)n1 (stereo not given) | -1 | -5 | 11 | 3 | -8 | -12 | 0 | 13 | 4
47 | COc1cc(CN2CCNC(=O)C2CC(=O)NCCCC2CCCC2)cc(OC)c1 (stereo not given) | -2 | -3 | -21 | 9 | 3 | -2 | -13 | -34 | 5
48 | COc1ccc(-c2nc(CS(=O)CC(=O)N3CCCC3)c(C)o2)cc1 (stereo not given) | 0 | 1 | 8 | 2 | 10 | -6 | 2 | -4 | 7
49 | O=C(NCc1ccccc1)c1ccc(OC2CSC2)cc1 | -4 | 1 | 20 | -9 | -11 | -4 | 1 | 0 | -10
50 | CCc1cc2c(=O)c(-c3ccc4c(c3)OCCO4)coc2cc1OC(=O)c1ccco1 | -4 | -6 | -7 | 11 | 1 | 25 | -5 | 3 | 73*
51 | O=C(COc1cccnc1[N+](=O)[O-])Nc1ncc(Cl)cc1Cl | -7 | 11 | -4 | -23 | 4 | 2 | -6 | 4 | 0
52 | CCOC(=O)C1=C(CN2CCN(CCC#N)CC2)NC(=O)NC1c1ccc2c(c1)OCO2 (stereo not given) | 6 | 1 | 3 | -10 | -10 | -9 | 3 | -7 | 2
53 | CCOC(=O)CSC1=Nc2ccccc2C2=NC(CC(=O)NCc3ccccc3)C(=O)N12 (stereo not given) | -2 | 0 | -319 | -8 | -2 | -3 | 6 | 8 | -5
54 | COCCNC(=O)[C@H](CSCc1ccccc1)N1Cc2ccccc2C1=O | 1 | -6 | 6 | 7 | -3 | 6 | -1 | -11 | 1
55 | O=C(NNC(=S)NC1CCCCC1)c1ccc2c(c1)OCO2 | -2 | 3 | 19 | -17 | -8 | -18 | 2 | -22 | 13
56 | COc1cccc(NC(=O)Cn2c(-c3cncs3)nc3ccccc32)c1 | -1 | -3 | -5 | -11 | -9 | 7 | 0 | -22 | 6
57 | COc1ccc(-c2cn3c(C)c(C(=O)N4CCN(c5ccccc5F)CC4)sc3n2)cc1 | -4 | 1 | -2 | 9 | 11 | 0 | -2 | 29 | 6
58 | N#CCC(=O)N/N=C/c1cn(Cc2ccc(Cl)cc2Cl)c2ccccc12 | -2 | 3 | 30 | -9 | -5 | -31 | 1 | 11 | -7
59 | C=CCSc1nnc2nc3c(nn12)c1cc(C)ccc1n3CC=C | 0 | 19 | 31 | -47 | 0 | -1 | 4 | -1 | 4
60 | Cc1cc(C)cc(NS(=O)(=O)c2ccc3[nH]cc(C(=O)NCc4ccco4)c(=O)c3c2)c1 | -5 | 5 | -101 | 2 | 5 | 3 | -7 | 9 | 5
61 | O=C(O)C1=C(OCc2ccccc2)C(=O)NCC1 | -3 | -9 | -26 | 5 | -1 | -9 | 1 | 2 | 4
